# Assay outcomes from PubChem.
# CXCR6 inh: CXCR6 (human) receptor inhibition. CHO-K1 PathHunter CXCR6 beta-arrestin, luminescence. AID 602244. inhibition, % at 20 µM. 360,000 compounds, 0.36% hits; in the data active = inhibition above about 34%, passing the limit was not always enough;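 note: antagonist mode with CXCL16 agonist at 10 nM final; 0% = 10 nM CXCL16 with DMSO and 100% = unstimulated wells without agonist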
# Gli-Sufu block: antagonists of Gli-Sufu signaling; Sufu-KO-LIGHT fibroblasts, Gli luciferase reporter luminescence; inhibition, % at 5 µM; 340,000 compounds, 0.74% hits; AID 588413;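 active = inhibition above about 55%, limit read from the data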;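 note: 0% = DMSO-treated cells and 100% = wells with medium but no cells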
# CCR6 antagonist: blocks CCL20-driven beta-arrestin recruitment at human CCR6; CHO-K1 CCR6 PathHunter beta-arrestin, luminescence, CCL20-stimulated; inhibition, % at 20 µM; AID 493098; 340,000 compounds, 0.49% hits;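 active = compounds whose inhibition of the agonist-driven luminescence signal at 20 µM reaches about 50%, limit read from the data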;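 note: cells stimulated with CCL20 at 14 nM final; plate controls were DMSO with CCL20 for no effect and DMSO without agonist for full effect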
# Target sequence (P51684 whole entry, looked up): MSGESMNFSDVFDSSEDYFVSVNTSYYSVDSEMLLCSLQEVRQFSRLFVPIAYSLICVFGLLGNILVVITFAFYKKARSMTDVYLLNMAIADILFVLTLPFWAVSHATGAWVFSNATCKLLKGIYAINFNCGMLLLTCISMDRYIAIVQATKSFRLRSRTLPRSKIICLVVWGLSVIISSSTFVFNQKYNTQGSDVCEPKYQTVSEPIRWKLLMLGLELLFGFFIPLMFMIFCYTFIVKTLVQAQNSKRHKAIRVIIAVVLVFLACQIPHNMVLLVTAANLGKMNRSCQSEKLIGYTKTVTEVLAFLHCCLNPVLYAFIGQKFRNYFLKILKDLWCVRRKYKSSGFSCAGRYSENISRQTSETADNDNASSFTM
# APJ agonist: agonists of human APJ apelin receptor; P35414; CHO-K1 APJ PathHunter beta-arrestin, luminescence; 0% DMSO wells, 100% apelin; activation, % at 20 µM; 330,000 compounds, 0.11% hits; AID 2520;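 active = activation more than six SD over the plate average, tested at 20 µM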;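 note: 0% = DMSO alone and 100% = apelin-13 at 10 nM; some results filed as inactive read as strong as hits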
#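 Test system: CHO-K1 APJ beta-arrestin complementation cell line. Amount: cell density 1000 per well. Controls: DMSO negative, 10 nM Apelin-13 positive. Signal: luminescent beta-gal fragment complementation, chemiluminescent substrate. Read-out basis: agonist-driven arrestin binding to APJ. Timing: compound stimulation 90 min at 25 °C, detection 60 min.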
# APJ antag: APJ receptor antagonism. P35414. CHO-K1 APJ beta-arrestin complementation, luminescence. inhibition, % at 20 µM. 330,000 compounds, 0.32% hits. AID 2521;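 active = inhibition above about 40% at 20 µM, limit read from the data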;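 note: cells challenged with 10 nM apelin-13 agonist together with compound; plate controls were apelin-13 plus DMSO wells for no effect and DMSO wells lacking apelin-13 for full effect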
# UBC13 inh: blocks human UBC13 polyubiquitin chain formation | P61088 | TR-FRET | inhibition, % at 20 µM | 330,000 compounds, 0.47% hits; in the data active = inhibition above about 45%, passing the limit was not always enough
# Target sequence (P61088 whole entry, looked up): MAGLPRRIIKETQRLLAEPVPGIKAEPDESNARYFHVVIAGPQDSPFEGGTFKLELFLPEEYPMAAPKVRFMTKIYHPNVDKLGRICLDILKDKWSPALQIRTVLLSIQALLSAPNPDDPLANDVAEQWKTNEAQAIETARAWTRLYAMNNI
# EBI2 block: blocks human EBI2 receptor beta-arrestin signaling; P32249; EBI2 beta-arrestin recruitment, luminescence, 7a,25-OHC stimulated; inhibition, % at 5 µM; 360,000 compounds, 0.81% hits; in the data active = inhibition above about 38%;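 note: enzyme fragment complementation signal reports receptor beta-arrestin coupling in cells; 0% = agonist plus DMSO wells and 100% = wells without agonist; some results beyond the cut were filed as inactive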
# Target sequence (P32249 whole entry, looked up, the tested form may be a part): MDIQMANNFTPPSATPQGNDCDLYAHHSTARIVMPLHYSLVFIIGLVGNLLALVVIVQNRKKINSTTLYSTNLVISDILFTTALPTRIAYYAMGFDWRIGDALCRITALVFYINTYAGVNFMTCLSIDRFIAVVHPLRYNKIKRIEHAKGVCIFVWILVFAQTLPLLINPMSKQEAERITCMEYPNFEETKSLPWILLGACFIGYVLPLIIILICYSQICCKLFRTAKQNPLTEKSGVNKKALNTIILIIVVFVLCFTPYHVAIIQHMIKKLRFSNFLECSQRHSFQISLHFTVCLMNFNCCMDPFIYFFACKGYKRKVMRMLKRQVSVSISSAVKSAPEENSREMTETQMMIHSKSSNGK
# ATG4B inhibitor: inhibitors of human ATG4B cysteine protease; ATG4B cleavage of LC3-PLA2, NBD-HPC fluorescence, 1 h; inhibition, % at 8.33 µM; 340,000 compounds, 0.51% hits; AID 504462; in the data active = inhibition above about 40%
# Starred values were filed as active, the others as inactive; . = no result given. Not a hit list, and some 3% of all compounds hit somewhere here.
Structure	CXCR6 inh	Gli-Sufu block	CCR6 antagonist	APJ agonist	APJ antag	UBC13 inh	EBI2 block	ATG4B inhibitor
O=C(Nc1ccc(S(=O)(=O)N2CCOCC2)cc1)C1CCN(S(=O)(=O)c2ccccc2)CC1	5	1	0	8	8	0	-17	-6
CC1(N2CCCCC2)C(=O)c2ccccc2C1=O	4	-9	3	-1	6	-3	-7	-4
Brc1ccc(C2=Nn3c(Cn4nnc5ccccc54)nnc3SC2)cc1	10	55	19	-6	-7	-3	11	-10
CCOC(=O)c1nc(N)c(=O)n(-c2ccc(C)cc2)n1	6	10	-3	-2	5	3	-2	-10
CN(CC1CCCN(CCc2ccc(F)cc2)C1)C(=O)CCC(N)=O (configuration not stated)	0	6	-3	-5	15	3	-1	11
COc1ccc(C(=O)OCC2CC(c3ccccc3)N(C)O2)cc1 (configuration not stated)	-5	-2	5	-4	-4	9	-3	4
CC(=O)Nc1ccc(S(=O)(=O)NC(CC(=O)O)c2ccc(OC(C)C)cc2)cc1 (configuration not stated)	5	4	11	2	4	1	5	-13
CC1CC(C)CN(C(=O)c2ccc3ccccc3c2)C1 (configuration not stated)	-1	-3	19	2	11	-11	10	54*
Cc1ccc2cccc(SCC(=O)N3CCOCC3)c2n1	18	-8	17	-1	-10	10	7	24
Cc1onc(-c2ccccc2)c1C(=O)NC(CC(=O)O)c1ccc(OC(C)C)cc1 (configuration not stated)	6	4	-8	1	11	8	-7	-9
CCN(CC(=O)NCc1cccs1)C(=O)/C=C/c1ccc(Cl)c(Cl)c1	0	-9	6	4	15	-2	2	-6
O=C(CSc1nnc(-c2cnccn2)n1Cc1ccco1)c1ccc(Cl)c(Cl)c1	5	3	10	-4	11	3	2	12
CCOC(=O)CCc1c(C)nc2cc(-c3ccc(Cl)cc3)[nH]n2c1=O	-8	-16	-23	3	3	-2	-10	9
COc1ccc(-n2c(SC3CCOC3=O)nc3ccccc3c2=O)cc1OC (configuration not stated)	1	-6	11	2	-4	-11	3	-3
COc1ccc(C(CNC(=O)c2cccc(S(=O)(=O)N3CCCC(C)C3)c2)N(C)C)cc1 (configuration not stated)	8	4	21	-6	22	12	3	-29
Cc1cccc(C(=O)Nc2ccc(O)c3c(=O)cc(-c4ccccc4Cl)oc23)c1	-2	-39	3	-2	4	-11	-14	-2
CCOc1ccc2nc(N(CCN(CC)CC)C(=O)/C=C/c3cccs3)sc2c1	-8	21	-9	-2	-6	6	7	-1
CCCc1ccc(C(C)NC(=O)c2cnccn2)cc1 (configuration not stated)	15	-4	-1	-1	7	5	-8	-4
CC1C(=O)CC(c2ccccc2)NC1c1ccccc1 (configuration not stated)	8	-1	8	1	-33	-11	-3	-1
COc1ccc(Cl)cc1C(=O)OCC(=O)NCc1cccs1	-4	-6	14	-3	-1	8	0	-11
CCOc1ccc(-n2c(SCC(=O)NCc3ccco3)nc3c([nH]c4ccccc43)c2=O)cc1	9	1	11	-5	18	-9	20	-9
COc1ccc(N2CCN(C(=O)[C@@H](NC(=O)c3cc(OC)cc(OC)c3)C(C)C)CC2)cc1	-1	22	13	-3	-10	3	-5	-4
N=C1C(c2nc3ccccc3s2)=C(O)CN1Cc1ccco1	-6	-21	7	2	0	-4	-3	-4
Cc1cccc(N(C(=O)Cn2nnc3ccccc32)C(C(=O)NCc2ccco2)c2ccncc2)c1 (configuration not stated)	-9	8	-10	-1	-5	-3	-6	-8
COc1ccc(C(=O)c2oc3ccc(OC)cc3c2NC(C)=O)cc1	1	0	12	-3	22	43	3	1
CCOC(=O)c1ccccc1NC(=S)N1CCCCC1	-4	-3	5	-3	12	-14	-26	-4
CN1C(=O)Cc2cc(S(=O)(=O)Nc3ccc(Cl)cc3)ccc21	-9	-18	-11	1	-4	-1	0	-12
Cn1nccc1/C=N\NC(=O)c1ccc(Cl)cc1	-6	-5	7	1	1	-2	0	-7
CN(C)CCCn1c(SCc2c(Cl)cccc2Cl)nnc1-c1ccncc1	8	10	0	0	10	4	-9	-4
O=C(Nc1ccc(F)cc1)c1nc[nH]c1C(=O)Nc1ccccc1[N+](=O)[O-]	-12	3	-7	.	.	.	-23	3
COC(=O)C1=C(C)OC(N)=C(C#N)C1c1ccc(OC)c(OC)c1OC (configuration not stated)	-5	-2	0	-1	-4	6	-5	3
CC(C)(C)C(=O)Nc1sc2c(c1C(=O)Nc1ccccn1)CCCC2	6	.	13	-2	-17	33	-3	2
CCOc1ccccc1N1CCN(C(=O)NC2CCCCC2)CC1	-2	2	-4	-2	2	-2	-7	0
O=C(COC(=O)Cc1ccsc1)Nc1ccc(F)cc1Cl	2	-24	0	-4	6	4	-10	-27
CCOC(=O)C1CCN(S(=O)(=O)c2cc(C(=O)N3CCCCC3)ccc2OC)CC1	-3	4	10	-5	-2	2	-15	7
O=C(NCc1ccccc1)NC12CC3CC(CC(C3)C1)C2	-7	2	3	-5	-2	1	15	10
CCOC(=O)C1=C(COC(=O)c2ccc(OC(C)C)cc2)NC(=O)NC1C (configuration not stated)	-2	-10	15	-2	-11	3	-6	-1
CC(C)C(=O)N(Cc1cc(=O)[nH]c2ccccc12)c1ccccc1	-1	-4	-3	-5	19	2	6	-1
CC(Oc1ccc(F)cc1)C(=O)Nc1cc(S(=O)(=O)N2CCOCC2)ccc1N1CCCC1 (configuration not stated)	1	9	10	-6	-36	-2	-10	1
N#Cc1c(SCC(=O)Nc2cccc(F)c2)sc2c(O)cc(=O)[nH]c12	4	41	3	0	9	-4	-12	6
O=C(CCCSc1nc2ccccc2s1)NCc1ccc2c(c1)OCO2	-15	0	10	-2	-3	-14	3	5
C[C@@]12CCC=C[C@H]1[C@H](c1ccc3ccccc3c1Br)N(Cc1ccccc1)C2=O	-4	2	23	-4	-10	2	-7	50*
COCCN(C(=O)CN1CCc2ccccc2C1)c1c(N)n(Cc2ccccc2)c(=O)[nH]c1=O	-8	9	6	-2	-8	8	6	-9
Cc1ccc(NC(=O)Nc2cccnc2)cc1NC(=O)Nc1cccnc1	7	2	-7	2	5	-14	-14	-9
CC1=NN(Cc2cc(C(C)(C)C)c(O)c(C(C)(C)C)c2)C(=O)C1	14	-5	19	-5	15	1	0	-2
Cc1cccc(N2CCN(CC(=O)N(C)Cc3ccccc3)CC2C)c1 (configuration not stated)	5	2	24	-4	19	-2	-1	-3
Nc1ccc(OC(=O)Nc2ccc(O)cc2)cc1	-3	16	-7	-2	-1	-5	-8	-6
O=C(NCCCNC(=O)c1cnccn1)c1ccc(Cl)cc1	2	26	-2	0	27	5	-1	2
COc1ccc(NC(C)=O)cc1CNC(=O)COc1c(C)c(C)cc(C)c1C	2	6	0	-1	1	-3	-6	-3
O=C(CCc1ccccc1)NC(=S)Nc1ccc2c(c1)C(=O)OC2	1	-6	13	0	-6	-11	3	-5
Cc1cccc(CCNC(=O)c2cccc3c2C(=O)N(C2CCCCC2)C3)c1	-5	11	29	1	9	-7	10	2
COc1ccc2c(c1)OC[C@H]1[C@H]2N2C(=O)CN(CCc3c[nH]c4ccccc34)C(=O)[C@@]2(C)[C@H]1c1ccccc1	3	2	12	-2	-2	-7	19	-20
O=C(Cn1c(=O)oc2ccccc21)Nc1ccccc1C(F)(F)F	3	-9	10	-1	-1	-9	1	3
CC(C)NC(=O)Cn1nc(C(F)(F)F)c2c1CCC2	-3	-36	1	-1	0	-1	-6	6
Cc1nc(Cl)c2c(n1)NC1=C(O2)C(=O)CCC1	3	3	7	0	-2	7	-15	-9
O=C(CCn1c(=O)oc2ccccc21)NCCN1CCc2ccccc2C1	0	8	9	-2	3	-3	-1	4
O=C(NNC(=O)C1CCCCC1)c1cnccn1	3	-7	-19	-3	8	12	-5	-5
CN(CC(=O)Nc1ccc2c(c1)OCO2)S(=O)(=O)c1cccs1	-2	7	15	-1	12	4	-3	3
Cn1c(SCc2ccccc2Cl)nnc1-c1cnccn1	-2	-48	-1	1	-4	-1	-14	-3
Cc1ncoc1C(=O)N1CCc2c([nH]c3ccccc23)C1c1ccccc1F (configuration not stated)	-7	-4	4	-3	2	9	3	1

# Later entries:
Structure	CXCR6 inh	Gli-Sufu block	CCR6 antagonist	APJ agonist	APJ antag	UBC13 inh	EBI2 block	ATG4B inhibitor
CN(C(=O)c1ccccc1)c1nccnc1C#N	-2	-13	3	-3	11	-4	-3	1
O=C(c1ccncc1)N1CCN(S(=O)(=O)c2cccc(F)c2)CC1	4	7	-4	8	-5	-8	3	6
COc1ccc(C2C(Oc3ccccc3)C(=O)N2c2cc(C)ccc2C)cc1OC (configuration not stated)	-2	16	10	-1	15	-6	7	-4
Oc1cccc(NC(=S)Nc2cccnc2)c1	-2	6	1	-2	19	-1	-4	5
COc1cc(C2C(C(=O)/C=C/c3ccccc3)=C(O)C(=O)N2c2ccccn2)ccc1O (configuration not stated)	3	-9	13	-2	-2	-30	15	-2
COc1ccc(S(=O)(=O)N2CCCCC2)cc1NC(=O)c1cc(C)on1	4	6	20	-3	-4	-3	-3	3
CCn1c(=S)sc2c(=O)[nH]c(SCC(=O)Nc3cc(OC)ccc3OC)nc21	-3	0	4	-1	-4	-17	12	13
CCc1cc2c(=O)c(-c3nc4ccccc4n3C)c(COCC(=O)O)oc2cc1O	-4	6	-4	-1	9	3	5	-3
COc1cccc(C(=O)CN2CCN(S(=O)(=O)c3ccc(Br)cc3)CC2)c1	10	-3	15	1	7	2	-2	-5
CN(CC(=O)Nc1ccccc1Br)C(=O)CN(C)C1CCCCC1	-6	9	-1	-1	-3	-13	2	-35
COc1ccc(S(=O)(=O)N2CCCCCC2)cc1C(=O)N(C)CC(=O)Nc1cc(C)ccc1C	5	12	12	-4	17	-4	-2	-2
CCOc1ccc(NC(=O)CN2C(=O)S/C(=C/c3cccn3C)C2=O)cc1	3	1	-3	-1	12	-12	-5	-6
O=C(CCSc1nnc2ccccn12)Nc1ccc(F)cc1	3	-9	10	0	-18	1	4	3
CCOC(=O)/C(C#N)=C\c1ccc(N2CCN(C/C=C/c3ccccc3)CC2)cc1	6	1	30	1	2	-4	33	-2
COc1ccc(-c2csc(NC(=O)C3=COCCO3)n2)c(OC)c1	6	-50	2	-4	2	1	4	-4

# The last 2 entries of the part before open the next one:
Structure	CXCR6 inh	Gli-Sufu block	CCR6 antagonist	APJ agonist	APJ antag	UBC13 inh	EBI2 block	ATG4B inhibitor
CCOC(=O)/C(C#N)=C\c1ccc(N2CCN(C/C=C/c3ccccc3)CC2)cc1	6	1	30	1	2	-4	33	-2
COc1ccc(-c2csc(NC(=O)C3=COCCO3)n2)c(OC)c1	6	-50	2	-4	2	1	4	-4
O=c1cnnc(N/N=C/c2ccc3c(c2)OCO3)[nH]1	4	-10	2	-1	-14	9	-9	-5
Cc1cc(=O)oc2cc(OCC(=O)OCC(=O)N3CCC(C)CC3)ccc12	-4	4	7	-2	-5	11	2	-9
Cc1cc(C[n+]2cc(Br)ccc2N)c2ncccc2c1	15	52	10	-4	13	3	10	31
O=C(NNC(=O)c1ccc(Cn2cccn2)o1)NC12CC3CC(CC(C3)C1)C2	6	2	9	-5	-2	4	-3	-8
N/C(Cc1ccc([N+](=O)[O-])cc1)=N\OC(=O)Cc1ccccc1	-8	-3	-18	5	-31	4	-4	-6
COc1ccc(NC(=O)CN(C)C(=O)COc2ccccc2Cc2ccccc2)cc1	11	-10	13	3	-1	13	12	-7
